NPYLR7 ag – agonists of mosquito NPYLR7 receptor, primary screen, cell-based, Aedes aegypti, calcium fluorescence, mosquito biting behavior. AID 1259423, 2018. 0.15% of 270,000 active. activation, % at 10 µM. HEK293T NPYLR7/Galpha15, GCaMP6s calcium fluorescence; in the data active = activation above about 40%;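 also: 0% = vehicle and 100% = reference agonist at the receptor; some compounds past the cut are filed as inactive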
hcGAS inh – Primary biochemical luminescence assay for human cyclic GMP-AMP synthase inhibitors; recombinant h-cGAS, ATP depletion, Kinase-Glo luminescence; inhibition, % at 12.5 µM; 0.081% of 290,000 active; AID 1259398, 2018;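 also: 0% = vehicle reaction and 100% = reaction without DNA for no activity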
Target sequence (Q8N884 whole entry, looked up): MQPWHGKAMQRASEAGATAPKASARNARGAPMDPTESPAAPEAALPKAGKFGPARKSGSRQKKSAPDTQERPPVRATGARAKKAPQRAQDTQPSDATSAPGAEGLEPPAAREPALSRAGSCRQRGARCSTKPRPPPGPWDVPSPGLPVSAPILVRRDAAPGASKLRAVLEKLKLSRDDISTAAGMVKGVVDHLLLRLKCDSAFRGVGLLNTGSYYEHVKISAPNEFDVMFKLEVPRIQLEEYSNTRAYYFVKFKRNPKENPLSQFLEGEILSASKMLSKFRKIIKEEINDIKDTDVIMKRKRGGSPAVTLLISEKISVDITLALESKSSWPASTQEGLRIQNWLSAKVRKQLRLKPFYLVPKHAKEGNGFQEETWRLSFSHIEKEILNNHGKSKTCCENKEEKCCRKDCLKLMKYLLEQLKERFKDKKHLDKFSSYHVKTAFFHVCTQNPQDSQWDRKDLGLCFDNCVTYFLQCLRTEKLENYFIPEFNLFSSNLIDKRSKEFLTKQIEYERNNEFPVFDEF
mcGAS inh – cyclic GMP-AMP synthase inhibitors, mouse, primary biochemical chemiluminescence. Q8C6L5. recombinant cGAS, Kinase-Glo ATP depletion luminescence. inhibition, % at 12.5 µM. 0.15% of 160,000 active. AID 1259399, 2018;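 also: 0% = negative control wells and 100% = reference inhibitor with no enzyme activity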
Numbers without * were called inactive; & = joins results of further samples. Rule as the data show it, unless noted: active = inhibition above about 40%; inactive = the rest.

What do the screens show for `Cc1nc2n(n1)CCN(C(=O)C(CC(C)C)NC(=O)c1ccccc1C)C2` (stereo not given)?
NPYLR7 ag: 5&1; hcGAS inh: -12&-4; mcGAS inh: -13

Results for O=C(CCOc1ccc(Cl)cc1)N1CCOC(COc2ccc(F)cc2)C1 (stereo not given) ?
NPYLR7 ag: 23; hcGAS inh: -5

How did COc1cccc(OCCN2CCN(c3ncnc4c3cnn4-c3ccccc3)CC2)c1 do in these assays?
NPYLR7 ag: 5; hcGAS inh: -2

How did COC(=O)C1=C(C)NC(C)=C(C(=O)OC)C1c1cccc(Br)c1 do in these assays?
NPYLR7 ag: 13; hcGAS inh: -1; mcGAS inh: -3

How did COc1ccc(OC)c(C2c3cccn3-c3ccccc3N2C(=O)CN(C(=O)NCc2ccccc2)C(C)C)c1 (stereo not given) do in these assays?
NPYLR7 ag: 11; hcGAS inh: -10; mcGAS inh: -6

Results for CC[C@@]1(C(=O)OC)C[C@H](C(=O)NCc2ccon2)[C@H](c2ccc(OC)cc2)N1C ?
NPYLR7 ag: 4; hcGAS inh: -11

What do the screens show for `CN1CCN(S(=O)(=O)c2ccc(NC(c3ccccc3)C3CC3)c([N+](=O)[O-])c2)CC1` (stereo not given)?
NPYLR7 ag: 13; hcGAS inh: -8; mcGAS inh: -6

What do the screens show for `O=C(CC1CSc2nc3c(c(=O)n21)CCCC3)NCc1ccc2c(c1)OCO2` (stereo not given)?
NPYLR7 ag: -2; hcGAS inh: -1

Results for COc1cccc([C@@H]2CCCN(c3nc(-c4ccncc4)nc4c3CNC4)C2)c1 ?
NPYLR7 ag: 0; hcGAS inh: -3; mcGAS inh: -3

What do the screens show for `CCOC(=O)c1nn(-c2ccccc2Cl)c(=O)cc1OS(=O)(=O)c1ccc(OC)c(C)c1`?
NPYLR7 ag: -5; hcGAS inh: -13; mcGAS inh: -7

How did Cc1ccc(S(=O)(=O)N(Cc2ccco2)Cc2nccn2Cc2ccc(C(F)(F)F)cc2)cc1 do in these assays?
hcGAS inh: -1; mcGAS inh: -8

Results for Cc1ccc(CC2SC(N)=NC2=O)cc1 (stereo not given) ?
NPYLR7 ag: -2; hcGAS inh: -5; mcGAS inh: -8

What do the screens show for `Cc1sc2ncn(N=CN(C)C)c(=O)c2c1C`?
NPYLR7 ag: -3; hcGAS inh: 3

What do the screens show for `COC(=O)NCCC(=O)N(c1ccccc1)C1Cc2ccccc2C1`?
NPYLR7 ag: -7; hcGAS inh: 4

What do the screens show for `COc1ccc(C(CN(C)C)NC(=O)C2CC(=O)N(C)C2)cc1OC` (stereo not given)?
NPYLR7 ag: 8; hcGAS inh: -10

Molecules shown so far containing fluorine, in the order listed:
Results for O=C(CCOc1ccc(Cl)cc1)N1CCOC(COc2ccc(F)cc2)C1 (stereo not given) ?
NPYLR7 ag: 23; hcGAS inh: -5

How did Cc1ccc(S(=O)(=O)N(Cc2ccco2)Cc2nccn2Cc2ccc(C(F)(F)F)cc2)cc1 do in these assays?
hcGAS inh: -1; mcGAS inh: -8

Next part.
How did Cc1ccc(NC(=O)N(CC(=O)N(Cc2ccccc2)Cc2ccc(C)o2)CC(C)C)c(C)c1 do in these assays?
NPYLR7 ag: -3; hcGAS inh: -1; mcGAS inh: -4

Results for CCCOC(=O)C1C2C=CC3(CN(CCCOC)C(=O)C13)O2 (stereo not given) ?
NPYLR7 ag: 0; hcGAS inh: -7

Results for CC(C)c1ccccc1NC1=NS(=O)(=O)c2ccccc21 ?
NPYLR7 ag: 9; hcGAS inh: -4; mcGAS inh: -5

Results for Cc1cc(OCc2cccc(F)c2)ccc1NC(=O)N1CCOCC1 ?
NPYLR7 ag: 6; hcGAS inh: 8; mcGAS inh: -2

What do the screens show for `CC(C)CN(CC(C)C)C(=O)CN1C(=O)NC2(CCC(C)CC2)C1=O` (stereo not given)?
NPYLR7 ag: 0; hcGAS inh: -6

Results for CC(=O)O[C@@H](C)C(=O)N1CCN(c2nc3nccc(-c4ccc(C(C)(C)C)cc4)n3n2)CC1 ?
NPYLR7 ag: 25; hcGAS inh: -7; mcGAS inh: -8

What do the screens show for `CN(C)C(=O)c1ccc(-c2ccc(COCCN)cc2)cc1`?
NPYLR7 ag: -4; hcGAS inh: -6; mcGAS inh: -11

How did CCc1ccc(N2CC(O)(c3cccs3)[N+]3=C2CCCCC3)cc1 (stereo not given) do in these assays?
NPYLR7 ag: -2; hcGAS inh: -3; mcGAS inh: -10

What do the screens show for `COc1ccc(CC2CCN(S(=O)(=O)c3c(C)c(C)c(C)c(C)c3C)CC2)cc1`?
NPYLR7 ag: 41; hcGAS inh: -3; mcGAS inh: -6

What do the screens show for `O=C(c1ccc(Cl)cc1Cl)N(Cc1ccc(F)cc1)Cc1nc2cc(Cl)ccc2o1`?
NPYLR7 ag: 9; hcGAS inh: -4; mcGAS inh: -5

What do the screens show for `CCC1=NC2=C(C(=O)CC(C)(C)C2)C(c2cccc(Oc3ccccc3)c2)C1` (stereo not given)?
NPYLR7 ag: 0; hcGAS inh: -6; mcGAS inh: -7

How did COc1ccc(Cc2nnc(SCC(=O)Nc3c(C)cccc3C)[nH]c2=O)cc1 do in these assays?
NPYLR7 ag: -9; hcGAS inh: 0; mcGAS inh: -5

Results for O=C(CC1CCCC1)N1CCCN(CCN2CCOC2=O)CC1 ?
NPYLR7 ag: 8; hcGAS inh: -7

What do the screens show for `CC[C@@H](C(=O)[C@@H](C)[C@@H](O)[C@H](C)[C@@H]1O[C@@H]([C@@H](CC)C(=O)O)CC[C@@H]1C)[C@H]1OC2(C=C[C@@H](O)[C@]3(CC[C@@](C)([C@H]4CC[C@](O)(CC)[C@H](C)O4)O3)O2)[C@H](C)C[C@@H]1C` (stereo not given in full)?
NPYLR7 ag: -22&-3; hcGAS inh: 1&-2

Results for COc1cc2nc(Nc3nc(-c4ccccc4)c(C(C)=O)s3)sc2cc1OC ?
NPYLR7 ag: -7; hcGAS inh: 6

Structures from the list above containing a Cl atom:
Results for O=C(CCOc1ccc(Cl)cc1)N1CCOC(COc2ccc(F)cc2)C1 (stereo not given) ?
NPYLR7 ag: 23; hcGAS inh: -5

What do the screens show for `CCOC(=O)c1nn(-c2ccccc2Cl)c(=O)cc1OS(=O)(=O)c1ccc(OC)c(C)c1`?
NPYLR7 ag: -5; hcGAS inh: -13; mcGAS inh: -7

What do the screens show for `O=C(c1ccc(Cl)cc1Cl)N(Cc1ccc(F)cc1)Cc1nc2cc(Cl)ccc2o1`?
NPYLR7 ag: 9; hcGAS inh: -4; mcGAS inh: -5

More results follow.
Results for Cc1cc2c(=O)n(Cc3ccco3)c(SCC(=O)N3CCc4ccccc4C3)nc2s1 ?
NPYLR7 ag: 3; hcGAS inh: -7

What do the screens show for `CN1[C@@H]2CC(OC(=O)[C@H](CO)c3ccccc3)C[C@H]1[C@@H]1O[C@@H]12` (stereo not given in full)?
NPYLR7 ag: -13&-3; hcGAS inh: -7&-2; mcGAS inh: -3

How did O=S(=O)(c1ccccc1)N1c2ccccc2Sc2ccccc21 do in these assays?
NPYLR7 ag: 16; hcGAS inh: -6

Results for NC(=O)NC(=O)COC(=O)c1ccc([N+](=O)[O-])s1 ?
NPYLR7 ag: 2; hcGAS inh: -3

How did c1ccc(CN=C2CCc3ccccc3N2)cc1 do in these assays?
NPYLR7 ag: 6; hcGAS inh: -4

How did COc1ccc2c(c1)-c1c(sn(-c3ccccc3OC)c1=S)C(C)(C)N2 do in these assays?
NPYLR7 ag: -2; hcGAS inh: -7; mcGAS inh: -4

How did NC(=O)c1nc(-c2ccc([N+](=O)[O-])cc2)nc2c1[nH]c(=O)n2-c1ccccc1F do in these assays?
NPYLR7 ag: 29; hcGAS inh: -5; mcGAS inh: -9

What do the screens show for `O=C(OCc1nc(C(=O)Nc2ccc(Cl)cc2)cs1)c1ccccc1`?
NPYLR7 ag: -6; hcGAS inh: -2; mcGAS inh: -4

What do the screens show for `COc1ccc(-c2nc(C#N)c(NCCc3ccccc3)o2)cc1`?
NPYLR7 ag: 0; hcGAS inh: -6; mcGAS inh: -7

What do the screens show for `O=c1cc(C(F)(F)F)[nH]n1-c1nc2ccccc2s1`?
NPYLR7 ag: -4; hcGAS inh: 2; mcGAS inh: 2

What do the screens show for `COCC(C)N(Cc1ccc2c(c1)OCO2)C(=O)c1csc(C)n1` (stereo not given)?
NPYLR7 ag: -1; hcGAS inh: -1

How did O=C(CSc1ncnc2sc3c(c12)CCC3)N1CCCC1 do in these assays?
NPYLR7 ag: 0; hcGAS inh: -11; mcGAS inh: -2

How did COc1ccccc1C1C(C#N)=C(C)NC2=C1C(=O)CC(c1ccccc1)C2 (stereo not given) do in these assays?
NPYLR7 ag: 6; hcGAS inh: 1; mcGAS inh: -8

Results for COc1cc2c(cc1OC)C(c1c(F)cccc1Cl)N(C(=O)Nc1ccccc1C)CC2 (stereo not given) ?
NPYLR7 ag: 17; hcGAS inh: -5; mcGAS inh: -7

What do the screens show for `Cc1ccc(CNc2oc(-c3ccc(S(=O)(=O)N4CCCC4)cc3)nc2C#N)cc1`?
NPYLR7 ag: -2; hcGAS inh: -10; mcGAS inh: -9

Results for CC(=O)NC(CC(=O)N1CCCc2c(F)cc(F)cc21)c1cccs1 (stereo not given) ?
NPYLR7 ag: 0; hcGAS inh: -12; mcGAS inh: -7

How did COc1ccc(CCN2CC3=C(C2=O)C(c2cccc(C)c2)NC(=O)N3)cc1 (stereo not given) do in these assays?
NPYLR7 ag: 15; hcGAS inh: -7; mcGAS inh: -7

What do the screens show for `Cn1cc(C(=O)NC2CCN(C(=O)CC3C=CCC3)CC2)cn1` (stereo not given)?
NPYLR7 ag: 6; hcGAS inh: -18

Results for c1nc2ccc(Cc3ccc4nc[nH]c4c3)cc2[nH]1 ?
NPYLR7 ag: 1; hcGAS inh: -11

How did O=C(CN1CCC2(CC1)NC(=O)N(Cc1ccccc1)C2=O)N1CCOCC1 do in these assays?
NPYLR7 ag: 17; hcGAS inh: -4; mcGAS inh: -9

Results for O=C(CC(c1ccccc1)c1ccc2c(c1)OCO2)N1CCSCC1 (stereo not given) ?
NPYLR7 ag: -8; hcGAS inh: 2

Results for CS(=O)(=O)NC1CCCN(C2c3ccccc3-c3ccccc32)C1 (stereo not given) ?
NPYLR7 ag: 1; hcGAS inh: -12

What do the screens show for `Cc1cc(=O)[nH]c(-n2nc(C)c(CCC(=O)NCCCOC(C)C)c2C)n1`?
NPYLR7 ag: 1; hcGAS inh: 0

Results for CCOc1ccccc1NC(=O)c1c(NC(=O)c2ccccc2)sc2c1CCCC2 ?
NPYLR7 ag: 0; hcGAS inh: -12; mcGAS inh: -3

How did Cc1c(C)c(C)c(S(=O)(=O)NCCC(=O)NCC2CCCC2)c(C)c1C do in these assays?
NPYLR7 ag: 8; hcGAS inh: -3

Results for CSC1CCCCN(CCC(=O)Nc2ccccc2F)C1 (stereo not given) ?
NPYLR7 ag: -1; hcGAS inh: -7; mcGAS inh: -6

Results for COC(=O)c1c(C)c(C(=O)C(C)N(C)S(=O)(=O)c2cccc(C(F)(F)F)c2)c(C)n1C (stereo not given) ?
NPYLR7 ag: -11; hcGAS inh: -9; mcGAS inh: -5

How did O=C(c1ccc([N+](=O)[O-])o1)N1CCC(Cc2ccc(-n3cccc3)cc2)CC1 do in these assays?
NPYLR7 ag: 1; hcGAS inh: -9; mcGAS inh: -9

What do the screens show for `CCC(c1cccnc1)N(C)Cc1sccc1C` (stereo not given)?
NPYLR7 ag: -5; hcGAS inh: -4; mcGAS inh: -11

How did O=C(NC(C(=O)NC1CC1)C1CCN(C(=O)Cc2ccccc2)CC1)c1ccccc1 (stereo not given) do in these assays?
NPYLR7 ag: 6; hcGAS inh: -6; mcGAS inh: -4

How did CCN(CC)C(=O)c1cc2c(=O)n3cccc(C)c3nc2s1 do in these assays?
NPYLR7 ag: 8&10; hcGAS inh: -11&-3

What do the screens show for `O=C(c1cnc(Nc2ccccc2)nc1)N1CCOC(C(F)(F)F)C1` (stereo not given)?
NPYLR7 ag: 30; hcGAS inh: 2

What do the screens show for `O=C(CN(C(=O)c1ccc(Cl)cc1)C1CC1)Nc1nc(CC(=O)N2CCC3(CC2)OCCO3)cs1`?
hcGAS inh: -5; mcGAS inh: -3

How did CCCOc1ccc(-c2c(=O)n(O)c3ccccc3[n+]2[O-])cc1 do in these assays?
NPYLR7 ag: 6; hcGAS inh: -3

Results for Cc1noc(-c2ccncc2)c1C(=O)NCCCN(C)c1ccccc1 ?
NPYLR7 ag: 1; hcGAS inh: 4; mcGAS inh: 2

What do the screens show for `CC(C)CCc1nc(N2CCCN(C(=O)c3cccc(F)c3)CC2)c2cnn(-c3cccc(Cl)c3)c2n1`?
NPYLR7 ag: 20; hcGAS inh: -7; mcGAS inh: -5

What do the screens show for `Cc1ccc(NC(=O)C(C)n2c(=S)[nH]c3ccccc3c2=O)nc1` (stereo not given)?
NPYLR7 ag: 0; hcGAS inh: -7; mcGAS inh: -14

What do the screens show for `Cn1ccnc1-c1c(-c2ccccc2)ncn1CC1CNCCO1` (stereo not given)?
NPYLR7 ag: 12; hcGAS inh: -6

How did O=C(NC(=S)N1CCN(CCO)CC1)C12CC3CC(CC(C3)C1)C2 do in these assays?
NPYLR7 ag: 10; hcGAS inh: -3; mcGAS inh: -4

Ordered by formula weight (ascending): some entries from above
What do the screens show for `Cn1ccnc1-c1c(-c2ccccc2)ncn1CC1CNCCO1` (stereo not given)?
NPYLR7 ag: 12; hcGAS inh: -6

How did O=C(NC(=S)N1CCN(CCO)CC1)C12CC3CC(CC(C3)C1)C2 do in these assays?
NPYLR7 ag: 10; hcGAS inh: -3; mcGAS inh: -4

What do the screens show for `O=C(CN(C(=O)c1ccc(Cl)cc1)C1CC1)Nc1nc(CC(=O)N2CCC3(CC2)OCCO3)cs1`?
hcGAS inh: -5; mcGAS inh: -3
